# T cell modulator: T cell immune modulation candidate; 330,000 tested, 0.068% active; calls only at 7 µM; 2C CD8+ T cell-vesicle binding, flow cytometry; stronger effect = lower value;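 active = response, share of CD8 T cells binding vesicles, and their 90th percentile fluorescence all below set limits, cut at about 80% in these data, passing the limit was not always enough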
#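 Material: 2C TCR transgenic mouse naive CD8+ T cells, MACS-purified. Also added: QL9-charged Drosophila Ld/ICAM-1/B7-1 vesicles. Timing: binding 1.5 h at 37 °C. Measured by: high-throughput flow cytometry with anti-B7-1 and anti-CD8 staining. Read-out: percent CD8+ FL2 mean versus row control. Controls: Unloaded micro-vesicles (low), QL9 vesicles with 0.7% DMSO (high).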
# SV40 large T antigen: SV40 large T antigen inhibitors, biochemical (AID 1903). SV40 large T antigen ATPase/helicase inhibition assay; higher % means a stronger effect. one-dose inhibition, % at 20 µM; IC50 in µM for titrated hits. 310,000 tested, 0.39% active; in the data active = a potency from the dose series; inconclusive = inhibition mostly from about 32% at the one dose, without a potency; inactive = the rest, 99 in 100 with inhibition below about 32%; also: strong numbers were not always called active
# RSV CPE inhibition: RSV antiviral activity via CPE protection, HEp-2 cells, primary 10 µM value included (AID 2391) | HEp-2 cells, RSV-induced CPE inhibition; higher % means a stronger effect | 310,000 tested, 0.13% active | CPE inhibition, % at 10 µM, or IC50 in µM where a hit was titrated; in the data active = a potency from the dose series; inconclusive = CPE inhibition mostly from about 23% at the one dose, without a potency; inactive = the rest, 99 in 100 with CPE inhibition below about 21%; also: strong numbers were not always called active
# Salmonella PhoP GFP: PhoP-dependent GFP reporter repression – Salmonella Typhimurium, primary screen (AID 1863) | S. Typhimurium PhoP-regulated promoter GFP reporter, 4 h; higher % means a stronger effect | one-dose inhibition, % at 50 µM; IC50 in µM for titrated hits | 300,000 tested, 0.16% active;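 active = inhibition over 29.93%, a cutoff 3 SD above the screen mean, later confirmed by dose response; inconclusive = inhibition over 29.93% but no dose response follow-up; inactive = inhibition at most 29.93% or unconfirmed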;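 also: 0% = low Mg2+ inducing control and 100% = high Mg2+ repressing control; strong numbers were not always called active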
# MgcRacGAP inhibition: MgcRacGAP GTPase-activating activity inhibitors, confirmation, biochemical, ADP Hunter fluorescence. MgcRacGAP-stimulated Rac1 GTP hydrolysis, ADP Hunter fluorescence; higher % means a stronger effect; GST-tagged Rac1 F28L mutant substrate. inhibition, % at 30 µM; hits with a dose series show IC50 in µM. 340,000 tested, 0.6% active. AID 624330;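 active = first-screen hits whose inhibition reached a set limit at any dose in the follow-up dose series; inconclusive = inhibition above the set first-screen limit but never retested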;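 also: fluorescence reports GDP produced by GAP-driven GTP hydrolysis; strong numbers were not always called active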
# NS5 inhibitors: flavivirus cap methylation enzyme inhibition – biochemical, confirmation dose response, primary screen (AID 588689). Dengue-2 NS5 methyltransferase capping enzyme assay, biochemical; higher % means a stronger effect. one-dose inhibition, % at 25 µM; IC50 in µM for titrated hits. 340,000 tested, 0.3% active; in the data active = a potency from the dose series; inconclusive = inhibition above about 29% without an active follow-up result
# West Nile virus CPE: inhibition of WNV-induced cytopathic effect – cell-based, CPE readout (AID 1621); West Nile virus-infected cells, CPE inhibition; higher % means a stronger effect; CPE inhibition, % at 10 µM; hits with a dose series show IC50 in µM; 290,000 tested, 0.02% active; in the data active = a potency from the dose series; inconclusive = CPE inhibition mostly from about 3.7% at the one dose, without a potency; inactive = the rest, 99 in 100 with CPE inhibition below about 2.2%; also: strong numbers were not always called active
# UTI89 phage lysis: protection from phage-mediated lysis, alamar blue read-out – E. coli UTI89, K1F phage, bacterial capsule biogenesis inhibitors (AID 488966); E. coli UTI89 K1F phage lysis, alamar blue, 2 h; higher % means a stronger effect; inhibition, % at 100 µM, or IC50 in µM where a hit was titrated; 340,000 tested, 0.02% active;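 active = phage lysis inhibition, versus mean bacterial control, above a set limit; inconclusive = no clear call, values can overlap the other calls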;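 also: capsule biogenesis inhibitors block K1F phage lysis so surviving cells raise fluorescence; higher fluorescence means more inhibition of phage lysis; actives were called in the ten point dose series up to 300 µM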
# NTR1 agonist: NTR1-driven beta-arrestin-GFP spot formation – imaging, U2OS cells, high content, primary screen (AID 493036); agonist mode; activation, % at 20 µM; 330,000 tested, 0.17% active;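 active = activation at or above 40% of the spot to cytoplasm intensity ratio, with at least 20 cells analyzed; inconclusive = wells under 20 cells, flagged as cytotoxic or low count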;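 also: 0% = DMSO without peptide and 100% = 100 nM NTR1 peptide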
# Target sequence (P30989 whole entry, looked up): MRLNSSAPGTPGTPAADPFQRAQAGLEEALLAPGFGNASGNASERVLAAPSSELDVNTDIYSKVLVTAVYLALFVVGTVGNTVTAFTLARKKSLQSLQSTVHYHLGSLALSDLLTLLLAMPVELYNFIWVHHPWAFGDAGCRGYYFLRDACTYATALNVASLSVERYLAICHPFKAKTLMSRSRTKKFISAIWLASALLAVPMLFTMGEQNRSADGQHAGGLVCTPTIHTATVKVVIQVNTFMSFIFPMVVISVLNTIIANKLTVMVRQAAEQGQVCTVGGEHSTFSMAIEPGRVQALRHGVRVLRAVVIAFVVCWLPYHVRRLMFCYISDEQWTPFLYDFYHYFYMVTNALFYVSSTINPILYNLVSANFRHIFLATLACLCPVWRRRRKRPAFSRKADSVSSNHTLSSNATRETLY
# T cell modulator vesicle-bound %: further read-out of T cell modulator, marked with its call; double positive events, %; measured here: CD8+ vesicle-bound cell fraction;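 binding gate set so that unloaded-vesicle control wells show 10% double positive cells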
# NTR1 agonist cell count 20 µM: second read-out of NTR1 agonist, no call of its own (marks repeat the call); cell count; measured here: cell count, cytotoxicity flag
# NS5 inhibitors pilot replicate: also measured in NS5 inhibitors; calls as there; inhibition, %; measured here: pilot screen replicate inhibition
# Starred values were filed as active, the others as inactive; i = inactive; ? = inconclusive; · = no result given; & = joins results of further samples; [ ] = dose if it differs, or a comment.
SMILES,T cell modulator,T cell modulator vesicle-bound %,SV40 large T antigen,RSV CPE inhibition,Salmonella PhoP GFP,MgcRacGAP inhibition,NS5 inhibitors,West Nile virus CPE,UTI89 phage lysis,NTR1 agonist,NTR1 agonist cell count 20 µM,others
CCN(CC)S(=O)(=O)c1cc(F)ccc1OC,i,49.2,-6.4%,0.6%,4.7%,4.9%,2.4%,0.4%,0.2%,0.6,50,
COc1cc(NC(=O)c2cccc(Cl)c2)c(OC)cc1NC(=O)CN1CCCCC1,i,32.6,28.5%,-1.8%,-4.0%,9.8%,-5.2%,-0.8%,3.5%,10.2,86,
COc1cccc(CN2CCN(CCCc3ccccc3)C(CCO)C2)c1O (stereo not given),i,46.8,27.8%,0.2%,-2.2%,-6.0%,-7.8%,-0.6%,-0.7%,-1.3,17,
O=C(COC(=O)Cc1c(F)cccc1Cl)NC(=O)c1ccccc1,i,14.8,6.3%,2.5%,2.6%,3.5%,-1.0%,0.0%,0.3%,0.0,62,
CCn1cc(C(=O)O)c(=O)c2cc(F)c(N3CCN(C)CC3)cc21,i,10.9,9.0%,0.7%,1µM*,-5.8%,4.2%,-0.7%&-0.4%,2.7%,0.5,79,
CC(=O)C1=C(C)NC(=O)CC1c1ccc(F)cc1 (stereo not given),i,24.6,16.7%,-0.4%,-3.9%,5.0%,-3.9%,0.0%,-0.1%,1.3,30,
COc1cc(CCC(=O)NCc2ccc(F)cc2)cc(OC)c1OC,i,20.1,1.9%,0.9%,2.4%,·,-5.2%,-0.6%,0.2%,-0.7,62,
Cc1ccc(CN2CC34C=CC(O3)C(C(=O)NCc3ccco3)C4C2=O)cc1 (stereo not given),i,9.4,11.1%,1.1%,4.2%,4.3%,-9.0%,0.7%,-0.1%,-2.0,65,
COc1cccc(C(=O)N2CCN(C3CCCCC3)CC2)c1,i,59.4,15.2%,0.2%,-2.9%,142µM*,11.9%,-1.1%,-0.5%,0.5,40,
CCn1c(SCC(=O)NC(C)c2ccccc2)nc2ccccc21 (stereo not given),i,13.3,6.3%,0.8%,6.9%,5.6%,0.0%,-0.2%,4.1%,2.8,61,
CCOC(=O)C(Cc1ccccc1)NC(=O)CCc1c(C)nc2nc(C)nn2c1C (stereo not given),i,9.5,5.2%,-0.6%,-0.4%,3.7%,-0.8%,0.6%,0.2%,0.0,74,
COc1ccc(NC(=O)C2CCCN(S(C)(=O)=O)C2)cc1OC (stereo not given),i,61.2,12.9%,2.5%,-2.8%,16.9%,-1.3%,0.0%,0.1%,0.3,62,NS5 inhibitors pilot replicate=2.4
COc1ccc(NCC(=O)N/N=C/C=C/c2ccccc2[N+](=O)[O-])cc1,i,58.1,26.2%,0.7%,2.6%,4.4%,-14.8%,-0.2%,0.3%,0.4,66,
Cc1cc(C)cc(NC(=S)N2CC(C)OC(C)C2)c1 (stereo not given),i,16.4,11.9%,1.8%,0.1%,2.9%,1.3%,1.2%,0.2%,0.4,52,
COc1cc(C(=O)N2CCCC(c3nc(-c4cccs4)no3)C2)cc(OC)c1OC (stereo not given),i,24.7,1.2%,-2.3%,-7.6%,8.9%,2.0%,0.0%,0.1%,-1.0,48,
COc1ccc(N2CCN(C(c3cccs3)C(C)NC(=O)C(=O)N3CCOCC3)CC2)cc1 (stereo not given),i,5.4,15.7%,0.9%,5.4%,-1.7%,-1.8%,0.0%,0.2%,0.0,48,
Cc1ccccc1CN1CCN(C/C=C/c2ccccc2)CC1,i,45.1,3.9%,0.7%,-16.1%,16.1%,2.1%,0.0%,-0.8%,-0.3,47,
Cc1ccc(CN2CCN(Cc3ccccc3C(F)(F)F)CC2)cc1,i,45.0,-2.3%,-1.9%,1.9%,40.4µM*,-6.9%,-0.7%,2.6%,1.1,56,
O=C(NC(=S)Nc1ccc(N2CCCCC2)cc1)c1ccco1,i,44.9,23.6%,2.9%,-1.0%,5.2%,-0.7%,-0.4%,1.6%,2.9,72,
Nc1nc(N)c(N=Nc2ccc(S(N)(=O)=O)cc2)c(=O)[nH]1,i,54.3,2.1%,-0.3%,-1.9%,·,-5.2%,0.3%,-0.1%,-0.4,95,
COc1ccc(CN(Cc2cc3cc(OC)c(OC)cc3[nH]c2=O)C(=O)NC2CCCCC2)cc1,i,38.0,9.5%,2.6%,-5.8%,6.4%,2.6%,-0.8%,3.4%,-2.8,93,
COCc1cc(C)nc2sc(C(=O)N3CCCCC3)c(N)c12,i,50.5,8.7%,-0.5%,12.1%,-7.9%,-0.8%,0.2%,-1.2%,0.1,80,
CCc1nnc(NC(=O)c2cc(-c3ccccn3)nc3ccc(Br)cc23)s1,i,69.3,6.8%,6.3%,2.4%,-2.2%,-1.3%,0.5%,-0.8%[50 µM],0.2,63,
CCC(c1nnnn1C(C)(C)C)N1CCN(C2CCCC2)CC1 (stereo not given),i,38.7,4.5%,1.4%,0.5%,6.3%,1.4%,0.3%,0.3%,-0.3,63,
C=C1CCC[C@]2(C)C[C@H]3OC(=O)C(CNCCN(CC)CC)[C@H]3CC12 (stereo not given in full),i,45.4,-2.9%,-0.1%,-1.6%,?,-3.2%,-0.9%,-0.1%,1.3,93,
COc1ccc(CCNC(=O)/C(=C/c2cccnc2)NC(=O)c2ccccc2)cc1,i,60.4,2.6%,1.2%,5.2%,7.5%,0.9%,-0.8%,0.0%,1.6,89,
O=c1[nH]c2ccc(NS(=O)(=O)c3ccc([N+](=O)[O-])cc3)cc2[nH]1,i,30.0,1.4%,1.4%,-8.3%,9.1%,-4.1%,0.5%,-1.0%,2.2,38,
COC(=O)CSc1nnc2n(C3CCCCC3)c(=O)c3c4c(sc3n12)CCCC4,i,4.8,5.4%,3.5%,4.9%,5.4%,-1.4%,0.6%,0.5%[50 µM],17.5,53,
CC(NCC(=O)Nc1cc(S(=O)(=O)N2CCOCC2)ccc1N1CCOCC1)c1ccco1 (stereo not given),i,38.7,·,3.7%,·,1.2%,-7.4%,·,0.6%[50 µM],-2.8,61,
C=CCNC(=S)NNc1nc2c(c(=O)[nH]1)C1(CCCC1)Cc1ccccc1-2,i,52.8,29.8%,5.0%,12.9%,14.3%,5.4%,-1.2%,0.4%,6.8,79,
CCCC(=O)Nc1nnc(SCC(=O)Nc2ccc3c(c2)OCO3)s1,i,19.9,3.1%,0.2%,0.5%,1.6%,-3.2%,0.6%,-0.5%[50 µM],1.1,45,
Cn1nc([N+](=O)[O-])nc1N1CCN(c2ccc(F)cc2)CC1,·,·,3.0%,0.7%,-2.5%,1.9%,-2.4%,-0.3%,3.4%,0.2,68,
COc1ccc(C(=O)NC(=S)Nc2ccc(S(N)(=O)=O)cc2)cc1,i,23.0,23.3%,1.8%,-3.5%,8.8%,0.0%,0.7%,0.4%,5.4,41,
Cc1c(Cl)cccc1Nc1nc(N)nc(CSCCO)n1,·,·,-2.8%,·,-9.9%,1.6%,-11.1%,0.5%,-0.1%,·,·,
COc1ccc(OCC(O)CN2CCC(CN3C(=O)c4cccc5cccc(c45)C3=O)CC2)cc1 (stereo not given),i,33.4,10.1%,3.8%,·,4.7%,-3.9%,·,2.0%[50 µM],1.8,47,
COc1ccc(OC)c(NC(=O)CN2CCC(NC(=O)c3ccccc3C)CC2)c1,i,11.3,7.4%,-0.3%,5.8%,3.1%,3.1%,-0.3%,0.2%,0.6,64,
CCCOC(=O)C1=C(C)OC23OC(N)=C(C#N)C12C(=O)c1ccccc13 (stereo not given),i,40.0,4.7%,4.0%,-1.6%,10.3%,2.7%,-0.2%,-0.4%,1.4,48,
COC(=O)c1c(C)oc(C)c1S(=O)(=O)NCc1ccco1,i,39.2,2.8%,1.9%,-8.6%,14.1%,3.9%,0.0%,0.5%,0.6,69,
CN(C)c1cccc(C(=O)Nc2ccc(S(=O)(=O)Nc3nccs3)cc2)c1,i,3.4,·,·,·,3.0%,17.4%,·,1.1%,-0.5,35,
CCCC(=O)N(Cc1cc(=O)[nH]c2ccccc12)c1cccc(C)c1,i,24.6,4.2%,10.0%,0.3%,20.0%,-4.2%,-1.1%,0.2%[50 µM],-1.0,87,
O=C(NC1CCCC1)C(c1ccncc1)N(Cc1ccccc1)C(=O)c1ccc(-c2ccccc2)[nH]1 (stereo not given),i,52.7,9.3%,12.4%,6.9%,-4.8%,-16.7%,12.1%,-2.9%,10.6,62,
COC1CCCN(C(=O)c2cccc(OC3CCN(S(C)(=O)=O)CC3)c2)C1 (stereo not given),i,23.2,14.0%,1.4%,3.9%,14.0%,0.0%,0.0%,0.3%,-0.1,64,
Cc1cc(C(=O)N/N=C/c2cccc3ccccc23)c(C)o1,i,27.2,-2.0%,9.9%,-3.6%,6.6%,5.0%,-0.7%,0.0%,-1.7,34,
Cc1cc(C)c(NC(=S)N(CCN2CCCCC2)Cc2ccco2)c(C)c1,i,55.7,4.8%,-1.5%,-6.5%,1.5%,-5.2%,-1.3%,0.1%,-0.8,49,
O=C(c1cn2ccccc2n1)N1CCCC(Nc2ccc(F)c(F)c2)C1 (stereo not given),i,65.1,7.3%,1.6%,0.0%,2.0%,0.6%,0.6%,0.9%,0.7,76,
O=C(CCc1nc(-c2ccccc2Cl)no1)NCc1ccco1,i,51.9,7.9%,0.5%,-5.9%,0.7%,-3.8%,-0.4%,-0.1%,-1.6,61,
O=C(NC1CCCC1)c1cccc(S(=O)(=O)N2CCCCC2)c1,i,39.3,8.2%,2.8%,4.2%,-3.4%,·,-0.4%,0.4%,-0.9,59,
Cc1ccc(C)c(N(C(=O)c2csnn2)C(C(=O)NC2CCCCC2)c2cccnc2)c1 (stereo not given),i,51.7,11.4%,-0.4%,-7.8%,6.3%,-9.8%,-0.7%,0.2%,-1.4,51,
COc1ccc(CNC(=O)C2CCC(CNc3c(N4CCC(C)CC4)c(=O)c3=O)CC2)cc1 (stereo not given),i,27.8,10.7%,-2.9%,0.2%,-4.7%,-6.3%,0.2%,0.1%,-0.4,70,
CN(C)C(=S)c1ccc(N(C)C)cc1,i,44.0,14.9%,0.4%,0.0%,5.1%,-0.6%,0.1%,-0.1%,2.6,64,
O=C(Nc1ccc2ccccc2c1)Nc1ccc2snnc2c1,i,50.5,11.5%,9.5%,-2.5%,11.7%,-16.7%,?,?,27.0,67,

# Assay outcomes deposited in PubChem by several laboratories.
